MsrA inh: bovine MsrA enzyme inhibitors, primary screen, biochemical, absorbance, HTS; Methionine sulfoxide reductase A (Bos taurus); 360,000 tested, 0.75% active; inhibition, % at 15.5 µM; purified bovine MsrA, absorbance read-out; in the data active = inhibition above about 4.5%;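 also: 0% = vehicle wells with enzyme and 100% = reference inhibitor wells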
LMPTP inh: LMPTP phosphatase inhibitors, primary screen, biochemical, fluorescence intensity, uHTS. inhibition, % at 20 µM. Low molecular weight phosphotyrosine protein phosphatase (Homo sapiens), P24666. AID 651560, 2012. 360,000 tested, 0.22% active. recombinant LMPTP-A, OMFP fluorogenic substrate;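 active = compounds that cut the enzyme signal by at least half of the control window in the single-dose screen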;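 also: plate controls were DMSO wells with enzyme plus substrate for no effect and substrate without enzyme for full effect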
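Assay system: LMPTP-A enzyme. Input: 0.625 nM LMPTP-A final. Probe or stimulus: 400 µM OMFP. Compound dosing: single 20 µM dose. Schedule: 50 min dark incubation at room temperature. Detection: fluorescence intensity of OMFP turnover product. Read-out: percent inhibition versus substrate-only and uninhibited controls. Benchmarks: no-enzyme low control, uninhibited high control.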
CSN deneddyl inh: inhibitors of CSN-mediated cullin deneddylation, primary screen, biochemical, fluorescence polarization, uHTS; Purified CSN, SCF-Nedd8-OG deneddylation; inhibition, % at 12.5 µM; 360,000 tested, 0.38% active;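 active = pattern-corrected inhibition above about 35%, with an unprinted fluorescence ratio check between 0.5 and 1.5, limit read from the data, passing the limit was not always enough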;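 also: 0% = enzyme with substrate and 100% = substrate without enzyme; some results filed as inactive read as strong as hits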
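Material: human Csn5 produced in HEK293T cells; Input: enzyme 0.24 nM; Reagent: SCFSkp2-Nedd8OG substrate at 10 nM final; Dosing: 12.5 µM compound; Incubation: 90 min reaction at room temperature; Detection: fluorescence polarization of the substrate; Evaluation: % inhibition of substrate cleavage by Csn5; Control set: substrate-only high control, full reaction low control.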
STEP inh: STEP phosphatase inhibitors, primary screen, biochemical, fluorescence intensity, uHTS. inhibition, % at 20 µM. 360,000 tested, 0.25% active. recombinant STEP, OMFP fluorogenic substrate. Tyrosine-protein phosphatase non-receptor type 5 (Homo sapiens), P54829. AID 588621, 2011;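 active = inhibition at 20 µM, scaled per plate between control wells, above about 37%, limit read from the data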;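 also: 0% = DMSO with enzyme and substrate and 100% = substrate only without enzyme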
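Assay system: isolated STEP enzyme / Timing: 20 min at room temperature, dark / Doses: 20 µM, 1% DMSO / Technique: fluorescence intensity, excitation 480 nm, emission 540 nm / Reagent: fluorogenic phosphatase substrate OMFP at 25 µM final / Measure: percent inhibition scaled to no-enzyme and uninhibited-enzyme controls, plate-pattern corrected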
SUMO1 PPI mod: modulators of SUMO1 protein-protein interactions, primary screen, biochemical, uHTS. inhibition, % at 20 µM. 360,000 tested, 0.33% active. SUMO1 binding to a labelled peptide, TR-FRET, 1 h; in the data active = inhibition above about 37%
NadD block: inhibitors of S. aureus NadD, primary screen, biochemical, colorimetric, uHTS | purified NadD enzyme, colorimetric absorbance read-out | inhibition, % at 20 µM | 360,000 tested, 0.78% active; in the data active = inhibition above about 26%; also: some compounds past the cut are filed as inactive
Tb MetRS inh: T. brucei MetRS inhibitors, primary screen, biochemical, luminescence. purified T. brucei MetRS, ATP depletion, Kinase-Glo luminescence. 360,000 tested, 0.4% active. inhibition, % at 11.9 µM;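 active = inhibition above a per-plate cutoff of the control wells' mean inhibition plus 3 SD, cut at about 5.5% in these data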;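 also: 0% = DMSO wells median and 100% = median of wells with control inhibitor compound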
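Dosing: 11.9 µM single point; system: parasite MetRS enzyme; technique: luminescence of leftover ATP; times: 15 min enzyme-compound preincubation, 2 h reaction, 10 min detection, 25 °C; replicates: each compound tested once; read-out basis: percent inhibition relative to median high and low control wells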
DNMT1 block: human DNMT1 methyltransferase inhibitors, primary screen, biochemical, molecular beacon, fluorescence, HinP1I cleavage, uHTS; DNA (cytosine-5)-methyltransferase 1 (Homo sapiens), P26358; inhibition (reported as % activation of signal), % at 10 µM; 360,000 tested, 0.83% active; in the data active = inhibition above about 50%
Target sequence (P26358 504-1616 limits assumed): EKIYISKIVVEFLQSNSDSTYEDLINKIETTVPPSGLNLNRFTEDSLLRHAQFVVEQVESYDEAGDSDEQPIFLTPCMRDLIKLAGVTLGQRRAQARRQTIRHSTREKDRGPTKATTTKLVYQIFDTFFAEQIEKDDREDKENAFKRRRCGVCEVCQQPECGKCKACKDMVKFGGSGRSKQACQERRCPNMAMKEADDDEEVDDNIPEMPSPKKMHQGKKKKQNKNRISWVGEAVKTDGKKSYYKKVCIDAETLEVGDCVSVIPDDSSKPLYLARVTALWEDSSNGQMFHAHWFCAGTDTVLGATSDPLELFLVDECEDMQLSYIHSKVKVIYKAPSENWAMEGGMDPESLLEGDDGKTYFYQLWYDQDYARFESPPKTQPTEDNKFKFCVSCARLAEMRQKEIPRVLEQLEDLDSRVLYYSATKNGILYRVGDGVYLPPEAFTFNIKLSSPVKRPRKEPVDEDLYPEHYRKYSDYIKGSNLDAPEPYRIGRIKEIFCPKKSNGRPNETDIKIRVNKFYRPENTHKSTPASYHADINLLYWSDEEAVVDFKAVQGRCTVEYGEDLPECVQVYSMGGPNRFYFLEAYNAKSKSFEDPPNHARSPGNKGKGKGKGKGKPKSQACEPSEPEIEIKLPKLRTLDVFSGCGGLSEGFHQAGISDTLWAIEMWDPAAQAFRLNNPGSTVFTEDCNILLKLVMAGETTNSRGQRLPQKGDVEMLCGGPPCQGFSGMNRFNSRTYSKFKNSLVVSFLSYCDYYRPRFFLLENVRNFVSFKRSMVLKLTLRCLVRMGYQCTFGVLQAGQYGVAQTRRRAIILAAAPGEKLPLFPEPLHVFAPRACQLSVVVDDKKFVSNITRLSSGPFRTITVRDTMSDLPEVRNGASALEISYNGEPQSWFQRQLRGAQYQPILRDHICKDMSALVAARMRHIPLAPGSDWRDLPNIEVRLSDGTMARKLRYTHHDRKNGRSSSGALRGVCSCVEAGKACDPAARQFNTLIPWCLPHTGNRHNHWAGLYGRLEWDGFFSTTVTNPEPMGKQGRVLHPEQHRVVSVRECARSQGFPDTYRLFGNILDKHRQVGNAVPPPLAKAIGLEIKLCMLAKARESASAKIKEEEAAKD
Scp-1 inhibitor: Scp-1 phosphatase inhibitors, primary screen, biochemical, colorimetric, uHTS. Carboxy-terminal domain RNA polymerase II polypeptide A small phosphatase 1 (Homo …. Recombinant Scp1, phosphopeptide, malachite green phosphate absorbance. inhibition, % at 20 µM. AID 493091, 2011. 340,000 tested, 0.88% active;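 active = inhibition above about 50% at 20 µM, limit read from the data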;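 also: plate controls were DMSO wells with enzyme for no effect and wells lacking enzyme for full effect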
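Test system: SCP-1 catalytic domain; Buffer or medium: Acidic Tris acetate buffer with magnesium and detergent; Also added: Phosphorylated 17-residue peptide substrate; Compound: single 20 µM dose, 1% DMSO; Schedule: enzyme reaction 45 min at room temperature, colour 5 min, stabilisation 30 min; Signal: Phosphate-binding colour reagent, absorbance read at 630 nm.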
Rpn11 block: Rpn11 (PSMD14) deubiquitinase inhibitors, primary screen, biochemical, fluorescence polarization, uHTS | human 26S proteasome, Ub4-pepOG fluorescence polarization; 20S core pre-blocked with epoxomicin | calls only at 20 µM | 360,000 tested, 0.59% active;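 active = inhibition at 20 µM, scaled to each plate's controls, above about 33%, limit read from the data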
Active calls of the source: *; i = inactive; . = no result given. An unsorted share of the library; any-hit rate near 3.9%.

SMILES	MsrA inh	LMPTP inh	CSN deneddyl inh	STEP inh	SUMO1 PPI mod	NadD block	Tb MetRS inh	DNMT1 block	Scp-1 inhibitor	Rpn11 block
CCOC(=O)Cc1nnc(NC(=O)COc2ccc(C)cc2)s1	0.2	-0.5	1	-1	12	0	-1.6	10	-5	i
C[C@@H](C(=O)Nc1ccc2ccccc2c1)[C@@H]1C[C@@]1(C)[C@@H](N)c1ccccc1	2.0	-0.4	1	0	-3	-9	0.0	-1	-8	i
CSc1ncccc1C(=O)N1CCC(C)(C(=O)O)C1 (centres undefined)	-1.1	-1.2	2	-3	0	0	-0.2	0	.	i
Cc1nc(/N=C(\N)N(C)C)[nH]c(=O)c1C	0.1	-1.1	2	-1	4	0	-0.2	-2	-1	i
CSc1ccc(CNc2ncc(-c3cccc([N+](=O)[O-])c3)n2C)cc1	0.1	1.5	1	-1	-24	2	-1.4	-4	3	i
COc1ccc(NC2=NCC(=O)N2c2ccccc2F)cc1	0.6	-0.8	3	1	-1	8	0.3	3	-7	i
CC(C)OC(=O)/C(=C\c1ccc2c(c1)c1ccccc1n2C)NC(=O)c1ccccc1	1.9	3.1	2	0	1	25	1.5	-5	-12	i
Oc1cccc(C=NCc2ccccc2)c1O	1.1	3.4	15	4	0	2	-0.8	-10	-7	i
CCCCCCSc1ccc([C@@H]2[C@@H]3C(=O)N(CC)C(=O)[C@@H]3[C@]3(C(=O)OC)CCCCN23)cc1	-0.4	3.2	4	3	-1	26	-0.1	-9	-6	i
CC(C)OC(=O)CC1C(=O)NCCN1C(=S)NC(=O)CCc1ccccc1 (centres undefined)	1.6	-0.6	0	-2	2	-4	-0.4	4	-7	i
CCc1ccc(NC(=O)C(CC)Sc2nc3cc4c(cc3c(=O)n2Cc2ccco2)OCO4)cc1 (centres undefined)	0.7	-1.3	-1	0	5	23	-0.5	21	-11	i
O=C(CSc1nc2ccccc2c(=O)[nH]1)Nc1ccc(N2CCOCC2)cc1	0.7	-0.3	-2	-2	4	-1	-0.4	0	-9	i
CC(=O)Nc1ccc(/C(C)=N/NC(=O)c2ccc(CN3CCOCC3)cc2)cc1	2.1	-0.9	-7	3	-2	-4	-0.1	-1	-4	i
O=C(O)c1ccc(Nc2ncnc3c2cnn3Cc2ccccc2)cc1	-0.1	5.4	-16	2	0	1	-0.1	-12	5	i
Cc1ccc(NC(=S)NCC2CCCO2)c(OC(F)F)c1 (centres undefined)	0.7	-1.3	6	-1	2	-3	0.5	-2	-2	i

Complete entries, looked up by structure.
Results for CCOC(=O)Cc1nnc(NC(=O)COc2ccc(C)cc2)s1 → MsrA inh: 0.2; LMPTP inh: -0.5; CSN deneddyl inh: 1; STEP inh: -1; SUMO1 PPI mod: 12; NadD block: 0; Tb MetRS inh: -1.6; DNMT1 block: 10; Scp-1 inhibitor: -5; Rpn11 block: i
Results for Oc1cccc(C=NCc2ccccc2)c1O → MsrA inh: 1.1; LMPTP inh: 3.4; CSN deneddyl inh: 15; STEP inh: 4; SUMO1 PPI mod: 0; NadD block: 2; Tb MetRS inh: -0.8; DNMT1 block: -10; Scp-1 inhibitor: -7; Rpn11 block: i

The listing continues.
SMILES	MsrA inh	LMPTP inh	CSN deneddyl inh	STEP inh	SUMO1 PPI mod	NadD block	Tb MetRS inh	DNMT1 block	Scp-1 inhibitor	Rpn11 block
CC1CN(C(=O)CSc2nnc(C3CCCCC3)n2N)CC(C)O1 (centres undefined)	-1.5	-0.5	-5	-3	-2	-3	0.1	2	-2	i
Cc1ccc(OCC(=O)N/N=C2\CC(=O)CC(C)(C)C2)c(Br)c1	0.4	-0.6	-3	0	5	-3	0.0	-6	-7	i
Cc1oc2ccc(OCc3ccc(F)cc3)cc2c1C(=O)O	0.3	-1.3	2	-4	-9	-4	-0.3	3	-8	i
CCC(=O)Nc1ccccc1Oc1ccccc1	0.9	-1.0	1	1	-4	-1	-0.3	1	-1	i
C[C@H](NC(N)=O)C(=O)N1CCN(S(=O)(=O)c2ccc3ccccc3c2)CC1	0.0	-0.5	4	1	-3	-1	-0.8	1	-5	i
O=C(COC(=O)c1cnccn1)NCCc1ccc(Cl)cc1Cl	0.2	-0.2	-3	-1	-2	-17	1.6	-4	-3	i
Cc1ccccc1NC(=O)CCN1CCN(Cc2ccccc2)CC1	-0.7	-2.2	6	-4	-1	-4	-0.2	-2	-2	i
c1ccc(CSc2ccc(-c3cccnc3)nn2)cc1	-0.9	1.1	10	1	0	2	-0.5	5	3	i
O=C(Nc1ccc(Br)cc1)C1CC(O)CN1C(=O)Oc1ccccc1 (centres undefined)	0.1	0.1	-1	-8	0	-2	-1.5	2	-3	i
COc1ccccc1NC(=O)C(C)OC(=O)C1CCN(S(=O)(=O)c2ccccc2C(F)(F)F)CC1 (centres undefined)	-0.4	2.8	-4	-1	-1	-4	-0.6	4	-5	i
CN=c1scc(C)n1/N=C/c1cc(Br)c(O)c(OC)c1	2.9	-1.7	-2	-2	-6	-1	0.3	-6	-5	i
CS(=O)(=O)CC(=O)Nc1ccc2nc3n(c(=O)c2c1)CCCCC3	-0.3	-0.6	-3	3	25	0	0.3	3	-1	i
OCCC1CN(Cc2cc(F)ccc2-n2cccn2)CCN1C1CCCC1 (centres undefined)	0.1	-1.8	-4	-4	0	-7	-0.5	4	-11	i
Cc1ccc(S(=O)(=O)N2[C@@H](Cc3ccccc3)CO[C@H]2CC(=O)c2cccs2)cc1	1.7	3.7	1	.	-3	.	-0.1	.	.	.
O=Cc1cc([N+](=O)[O-])ccc1N1CCOCC1	2.9	-2.5	-4	-4	-17	-1	1.1	2	-10	i

A few values from the entries so far.
O=Cc1cc([N+](=O)[O-])ccc1N1CCOCC1 @ NadD block = -1
Cc1ccccc1NC(=O)CCN1CCN(Cc2ccccc2)CC1 @ SUMO1 PPI mod = -1
COc1ccc(NC2=NCC(=O)N2c2ccccc2F)cc1 @ NadD block = 8
CN=c1scc(C)n1/N=C/c1cc(Br)c(O)c(OC)c1 @ DNMT1 block = -6
O=C(COC(=O)c1cnccn1)NCCc1ccc(Cl)cc1Cl @ MsrA inh = 0.2
Cc1ccc(NC(=S)NCC2CCCO2)c(OC(F)F)c1 (centres undefined) @ SUMO1 PPI mod = 2

(listing goes on)
SMILES	MsrA inh	LMPTP inh	CSN deneddyl inh	STEP inh	SUMO1 PPI mod	NadD block	Tb MetRS inh	DNMT1 block	Scp-1 inhibitor	Rpn11 block
O=C(CSc1n[nH]c(-c2ccncc2)n1)Nc1ccccc1Cl	-1.1	-0.6	5	-1	-2	-7	-0.6	0	-13	i
Nc1nc(C(=O)N2CCOCC2)nn1S(=O)(=O)c1ccc(Cl)cc1	0.1	-2.1	-2	-2	0	-3	-0.8	-1	1	i
CC(C)C(=O)Nc1ncc2c(n1)CC(c1cccs1)CC2=O (centres undefined)	0.1	2.2	0	-17	0	-21	-1.3	3	3	i
O=C(CCCNS(=O)(=O)c1cccs1)N1CCc2ccccc2C1	-1.0	0.4	-1	-1	-2	-6	-1.3	-10	-12	i
O=C(OCc1cccc(F)c1)c1ccc2c(=O)n3c(nc2c1)CCC3	0.4	-0.6	1	2	-4	-7	-0.1	-2	8	i
CC1CCCC(C)N1C(=O)COC(=O)c1cccs1 (centres undefined)	-0.5	-1.6	-1	-4	5	2	-0.2	2	-4	i
CC(C)c1ccccc1	-0.6	-1.4	2	9	3	6	0.3	-3	-3	i
COc1ccccc1C(=O)NNC(=O)c1csc(N2CCOCC2)n1	-0.3	-0.4	-3	-1	7	4	-0.3	-1	-5	i
O=C(NNC(=O)c1ccccc1-c1ccccc1C(=O)O)c1cccc([N+](=O)[O-])c1	-0.6	-0.2	2	1	-17	-8	-0.4	2	-5	i
COC(=O)[C@@H](Cc1c[nH]c2ccccc12)NC(=O)CCC(=O)c1ccc(Br)cc1	1.0	-0.1	0	-2	1	-7	2.8	-3	-16	i
COc1ccc(S(=O)(=O)N/N=C(/C)c2ccco2)cc1	-1.7	-1.1	1	1	2	-4	-0.3	3	0	i
Cc1ccc(S(=O)(=O)c2nnn3c2nc(N2CCN(c4ccccn4)CC2)c2ccccc23)cc1C	-1.4	4.0	1	3	-90	40*	-0.2	-1	1	i
CCSc1nnc(-c2cccs2)o1	0.4	-0.9	-4	-2	6	9	0.3	1	-8	i
Cc1ccc(S(=O)(=O)Nc2cccc3c2O[C@@H](CN(C)C(=O)Nc2ccc4c(c2)OCO4)[C@H](C)CN([C@@H](C)CO)C3=O)cc1	-1.1	-0.8	-3	0	3	3	-0.4	-4	-5	i
COc1ccc(C2(CNC(=O)c3ccc(Br)o3)CCOCC2)cc1	0.7	-0.2	-1	0	-3	-6	0.0	1	6	i
CCCCN1C(=O)/C(=C2\SC(N3CCOCC3)=NC2=O)c2ccccc21	1.6	1.9	4	-1	-8	6	-0.6	2	-10	i
Cc1cccc2nc(Cn3c(=O)n(CCC(=O)NCc4ccco4)c(=O)c4ccccc43)cc(=O)n12	1.3	-1.2	0	-3	-9	-12	-0.9	6	11	i
COc1ccc2oc(=N)c(C(=O)Nc3ccc(C)cc3)cc2c1	0.6	-1.1	3	-2	-6	1	-0.5	3	-4	i
